Compound activity deposited in PubChem BioAssay by Broad Institute.
PGC1a acetyl inh = lowers PGC1a acetylation signal in U2OS cells. 350,000 tested, 0.17% active. AID 651687. AlphaScreen anti-acetyl-lysine; with virally co-expressed GCN5 acetyltransferase. inhibition, % at 15.6 µM;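 active = every replicate shows inhibition of at least 40%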;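 also: 0% = neutral control wells and 100% = positive control wells; some results beyond the cut were filed as inactive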
PglD inh = PglD (C. jejuni) enzyme inhibition. 360,000 tested, 0.098% active. inhibition, % at 12.5 µM. purified PglD enzyme, DTNB colorimetric CoA detection; in the data active = inhibition above about 16%, passing the limit was not always enough; also: strong numbers were not always called active
RAD52 inh = RAD52 (human) annealing inhibition; recombinant RAD52 DNA annealing, FRET fluorescence; P43351; inhibition, % at 18.7 µM; 360,000 tested, 0.46% active;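 active = every replicate showing at least 50% inhibition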
miR122 inh = miR-122 inhibition in Huh7 cells; Huh7 miR-122 Renilla luciferase sensor, 48 h; neutral wells = 0, positive control = 100; AID 602342; 340,000 tested, 0.3% active; activation (reporter increase), % at 12.5 µM;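 active = mean replicate activation score at least 90 and every replicate individually at or above 90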;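 also: higher luciferase means less miR-122 activity so hits act as miR-122 inhibitors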
ERAP1 inh = inhibitors of human ERAP1 aminopeptidase; Q9NZ08; recombinant ERAP1, Leu-AMC fluorescence, 60 min; inhibition, % at 10.7 µM; 340,000 tested, 0.15% active; AID 652197;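 active = mean replicate inhibition of at least 30%, or all replicates individually reaching that 30% level; inactive = mean below 30% and not every replicate reaching it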;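 also: 0% = neutral control wells and 100% = L-leucinethiol positive control wells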
Target sequence (Q9NZ08 whole entry, looked up): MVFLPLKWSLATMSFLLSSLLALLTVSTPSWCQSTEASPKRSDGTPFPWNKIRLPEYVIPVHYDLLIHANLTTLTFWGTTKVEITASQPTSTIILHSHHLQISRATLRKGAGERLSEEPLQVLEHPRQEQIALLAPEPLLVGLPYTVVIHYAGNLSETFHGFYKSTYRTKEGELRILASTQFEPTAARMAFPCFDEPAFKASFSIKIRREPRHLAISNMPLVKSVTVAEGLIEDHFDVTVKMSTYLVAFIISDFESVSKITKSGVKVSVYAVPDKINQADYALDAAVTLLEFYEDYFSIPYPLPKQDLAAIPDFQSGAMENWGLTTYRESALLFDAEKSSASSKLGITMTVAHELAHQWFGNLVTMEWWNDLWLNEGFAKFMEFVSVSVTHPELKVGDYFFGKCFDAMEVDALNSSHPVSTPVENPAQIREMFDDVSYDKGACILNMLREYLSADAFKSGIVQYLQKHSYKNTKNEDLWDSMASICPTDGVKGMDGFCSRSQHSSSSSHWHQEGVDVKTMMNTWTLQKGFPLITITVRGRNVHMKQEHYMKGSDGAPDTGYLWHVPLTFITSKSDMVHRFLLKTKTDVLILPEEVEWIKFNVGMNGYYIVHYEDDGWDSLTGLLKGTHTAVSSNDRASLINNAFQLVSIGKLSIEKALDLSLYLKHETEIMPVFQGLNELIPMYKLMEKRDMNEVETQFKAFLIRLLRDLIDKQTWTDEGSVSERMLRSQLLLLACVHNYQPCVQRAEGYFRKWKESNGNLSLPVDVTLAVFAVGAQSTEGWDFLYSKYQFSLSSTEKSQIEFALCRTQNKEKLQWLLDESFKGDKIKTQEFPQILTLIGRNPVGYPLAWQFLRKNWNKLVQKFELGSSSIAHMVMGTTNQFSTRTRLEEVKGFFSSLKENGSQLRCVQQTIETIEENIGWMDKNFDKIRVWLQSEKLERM
E-sel inducer = induces E-selectin expression in human endothelial cells; P16581; HUVEC E-selectin immunofluorescence imaging; normalized: neutral wells 0, TNF-alpha wells 100; activation, % at 7.58 µM; 260,000 tested, 0.37% active;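 active = mean E-selectin-positive cell signal at least 10% of the positive control, reached in at least 60% of replicates, without over 20% cell loss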;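 also: in these data hits start at about 27%; measured in HUVEC primary endothelial cells; signal is the percent of cells scored E-selectin positive by PE staining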
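material = human umbilical vein endothelial cells (HUVEC), E-selectin induction | quantity = 3,000 cells/well | medium = EGM-2 growth medium on 0.1% gelatin-coated wells | technique = immunofluorescence imaging | read-out basis = % PE-positive cells | control set = TNF-alpha positive control, DMSO neutral control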
RAD54 inh = RAD54 (human) branch migration inhibition | Q92698 | 360,000 tested, 0.14% active | inhibition, % at 10.4 µM | RAD54 Holliday junction branch migration, FAM/BHQ fluorescence;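 active = mean normalized replicate activity at least 40 and at least half of replicates scoring 40 or more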;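 also: 0% = median of neutral control wells and 100% = median of positive control wells; inhibitors cause a drop in the FAM fluorescence signal; in these data hits start at about 50%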
Cneo AK release = Cryptococcus neoformans lysis via adenylate kinase release; C. neoformans lysis, adenylate kinase release luminescence, 4 h; normalised: neutral wells 0, clomiphene wells 100; lysis activity, % at 15 µM; 360,000 tested, 0.2% active; AID 651654;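 active = mean lysis activity across replicates of at least 80%, whatever share of replicates individually reach that level; inactive = mean lysis activity below 80%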
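Test system: log-phase Cryptococcus neoformans yeast cells; Quantity: yeast cell density of 5 × 10^6 cells/mL; Buffer or medium: YPD; Doses: single compound concentration per well; Timing: 4 h at 37 °C static, read 1 h later; Measured by: AK luminescence; Read-out basis: lysis from increased AK signal; Control set: Clomiphene as positive control.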
* marks the source's active call; other numbers are inactive results; / = not tested or not shown; [ ] = dose if it differs, or a comment.

SMILES	PGC1a acetyl inh	PglD inh	RAD52 inh	miR122 inh	ERAP1 inh	E-sel inducer	RAD54 inh	Cneo AK release
C[C@@H]1CN([C@@H](C)CO)C(=O)c2cccc(NC(=O)NC3CCCCC3)c2O[C@H]1CN(C)C(=O)Nc1ccc2c(c1)OCO2	-8	2	9	-1[16.7 µM]	0	-0.1	-7	-2
Cc1ccc(S(=O)(=O)Oc2ccc(C(c3c(C)[nH][nH]c3=O)c3c(C)[nH][nH]c3=O)cc2)cc1	-3	0	-14	1	1	/	-1	-4
CC(=O)N1c2ccc(S(=O)(=O)N3CCCC3C(=O)NCc3ccccc3Cl)cc2CC1C (stereo not given)	5	3	-20	0	-1	/	-5	-1
Cc1ccc(C(=O)N(CC(=O)NC2CCCC2)Cc2cccs2)s1	/	3	/	12	/	/	1	-1
CN(C)CCCNS(=O)(=O)c1ccc(NC2CCCCCC2)c([N+](=O)[O-])c1	/	2	29	-4	5	/	7	0
O=C(CN(Cc1ccc(F)cc1)C(=O)CCC(=O)Nc1ccccn1)NCc1ccc(F)cc1	/	-1	-8	1	1	/	4	10
COc1cc(/C=C/C(C)=NNc2ccccc2)ccc1O	2	-2	-11	14	-6	1.0	3	-1
COc1ccccc1OCC(=O)N1CC2(C)CC1CC(C)(C)C2 (stereo not given)	-13	1	/	5	/	/	-10	1
Fc1ccc(Br)cc1C1C=C(c2ccc(Br)cc2)Nc2ncnn21 (stereo not given)	2	-7	-35	4	-4	/	-7	-1
COc1ccccc1NC(=O)Cn1c(C)nc2c(sc(=S)n2Cc2ccco2)c1=O	-5	-2	-12	3	2	/	12	1
COc1ccccc1CNC(=O)Cc1ccc(OC)c(OC)c1	/	4	-5	-3	1	0.3	-3	-2
CC1(C(=O)NS(=O)(=O)c2ccc(F)cc2F)CCN1C(=O)CC1CCCC1 (stereo not given)	-17	-1	-12	-5	4	0.1	-4	3
CCN(CC)CCn1c(OC)cc(=O)[nH]c1=O	5	3	/	-5	/	/	-6	-4
COc1ccccc1C(CNC(=O)c1ccc(S(=O)(=O)NCc2ccco2)cc1)N(C)C (stereo not given)	-4	-2	/	-3	/	/	-9	-1
Cc1nnc(SCC(=O)Nc2cc(C(F)(F)F)ccc2N2CCOCC2)o1	3	-1	/	5	/	/	-4	-1
CCN(CC)C(=O)C1CCCN(C/C(C)=C/c2ccccc2)C1 (stereo not given)	4	-6	-9	1	-3	/	4	-1
CN(CC(=O)Nc1ccccc1Br)c1ncnc2sccc12	6	4	-13	4	-1	/	-4	-1
CCN(c1ccc(NC(=O)COC(=O)CCc2nc3ccccc3n2-c2ccccc2)cc1)C(C)C	-2	-2	-12	-2	1	/	6	9
CCOc1cc(C)c(Cl)cc1S(=O)(=O)NCc1ccc2c(c1)OCO2	-5	0	/	90	/	/	-5	-1
O=C(NNC(=S)NC1CC2C=CC1C2)c1ccncc1 (stereo not given)	7	-8	-1	-6	0	0.3	6	5
Cc1nc2cc(NC(=O)N3CCN(c4ccccn4)CC3)ccc2o1	12	-1	/	-6	/	/	-4	1
O=C(Nc1cccc2ccccc12)c1csc([C@@H]2O[C@H](CO)[C@H](O)[C@H](O)[C@H]2O)n1	-10	/	-13	-1	-3	-0.1	-11	0
COc1ccc(C(C(=O)NC2CCCC2)N(Cc2ccc(F)cc2)C(=O)c2ccn[nH]2)cc1OC (stereo not given)	2	-7	4	2	5	/	5	-3
O=c1c2cn[nH]c2nc(SCc2ccc3c(c2)OCCO3)n1-c1ccccc1	-17	6	/	-7	/	/	1	0
CCN(CC(=O)Nc1ccc(OC)cc1)C(=O)CSCc1c(C)noc1C	4	-2	-22	-7	3	/	-5	2
CC(=O)N1CCSc2ccc(S(=O)(=O)N3CCC(C)CC3)cc21	/	0	-6	4	6	4.7	5	1
Nc1ccc2nc(NC(=O)C3CCCCC3)sc2c1	5	-2	-1	1	-1	0.1	7	-12
Cc1ccc(C2C(C#N)=C(N)SC(N)=C2C#N)c(C)c1	/	1	/	6	/	/	-66	-2
NNC(=O)c1cc2c(s1)-c1cc(Cl)ccc1SC2	7	-11	-25	5	/	/	4	0
CC(C)(C)OC(=O)N1CCCC1C(=O)NC(Cc1ccccc1)C(=O)O (stereo not given)	0	-3	/	-13	/	-0.6	5	1
CCc1ccc(-c2cc(C(=O)O)c3ccccc3n2)s1	/	0	-17	-1	12	1.1	10	-9
Cc1ccc2[nH]c(=O)c(-c3noc(C(C)C)n3)cc2c1	4	5	-2	-6	2	0.2	4	-2
O=C(O)c1ccc(S(=O)(=O)NCc2ccc3c(c2)OCO3)cc1	4	4	-19	-5	-4	0.4	-3	0
CC1(C)CC(=O)C2=C(C1)NC(SCC(=O)Nc1ccccc1)=C(C#N)C21CCCCC1	10	3	/	-3	/	/	7	-1
O=C(/C=C/Nc1ccc([N+](=O)[O-])cc1Br)c1cccc2ccccc12	-2	3	/	4	/	-2.1	1	-3
COCC#Cc1ccc2c(c1)O[C@@H](CN(C)S(=O)(=O)c1cccc(F)c1)[C@H](C)CN([C@@H](C)CO)S2(=O)=O	-11	3	-64	5[16.7 µM]	-1	-0.4	0	-4
Cc1ccc(-c2csc3nc(C)n(-n4cccc4)c(=O)c23)o1	13	7	/	-2	/	/	-6	1
CCN(CC)S(=O)(=O)c1ccc2[nH]cc(C(=O)NCCC3=CCCCC3)c(=O)c2c1	2	10	/	-5	/	/	-9	-2
CSc1nc(NC(C)=O)nc(C)c1Cl	7	-5	/	3	/	/	-3	0
CCCNC(=O)NC[C@@H]1[C@H](c2ccc(C3=CCCCC3)cc2)[C@H](CO)N1C(C)=O	-12	20	-40	0[16.7 µM]	-1	-0.1	1	3
CC(C)C(NC(=O)c1ccccc1F)C(=O)NCC(c1ccco1)N1CCCCC1 (stereo not given)	-13	3	-160	-5	2	0.1	8	0
CC1(C)CC(=O)C2=C(C1)N(c1ccccc1)C(=O)C(C(=O)OCc1ccccc1)C2 (stereo not given)	-3	1	-18	-7	2	/	3	1
Cc1ccc(SCC(=O)OCC(=O)N(CC(C)C)c2c(N)n(Cc3ccccc3)c(=O)[nH]c2=O)c(C)c1	1	-3	-10	2	1	0.3	7	0
O=C(NC1CCN(Cc2ccccc2Cl)CC1)c1ccccc1	/	3	-7	-2	1	-0.1	2	-3
COc1ccc(C)cc1S(=O)(=O)N1CCN(c2ccccc2)CC1	4	4	-22	15	1	0.3	5	-3
C[C@H](CO)N1C[C@H](C)[C@H](CN(C)S(=O)(=O)c2ccsc2)OCc2ccccc2-c2ccccc2C1=O	-3	8	4	/	0	6.6	4	-4
COc1ccc(CN(C)C[C@H]2Oc3c(NS(=O)(=O)c4ccc(OC)cc4)cccc3C(=O)N([C@@H](C)CO)C[C@@H]2C)cc1	24	6	1	5[16.7 µM]	1	-0.6	3	0
CC(C)C(=O)Nc1ccc(NC(=O)c2cccs2)cn1	4	-4	/	-5	/	/	-11	1

Grouped by structure, the entries above with fluorine (7)
SMILES	PGC1a acetyl inh	PglD inh	RAD52 inh	miR122 inh	ERAP1 inh	E-sel inducer	RAD54 inh	Cneo AK release
O=C(CN(Cc1ccc(F)cc1)C(=O)CCC(=O)Nc1ccccn1)NCc1ccc(F)cc1	/	-1	-8	1	1	/	4	10
Fc1ccc(Br)cc1C1C=C(c2ccc(Br)cc2)Nc2ncnn21 (stereo not given)	2	-7	-35	4	-4	/	-7	-1
CC1(C(=O)NS(=O)(=O)c2ccc(F)cc2F)CCN1C(=O)CC1CCCC1 (stereo not given)	-17	-1	-12	-5	4	0.1	-4	3
Cc1nnc(SCC(=O)Nc2cc(C(F)(F)F)ccc2N2CCOCC2)o1	3	-1	/	5	/	/	-4	-1
COc1ccc(C(C(=O)NC2CCCC2)N(Cc2ccc(F)cc2)C(=O)c2ccn[nH]2)cc1OC (stereo not given)	2	-7	4	2	5	/	5	-3
COCC#Cc1ccc2c(c1)O[C@@H](CN(C)S(=O)(=O)c1cccc(F)c1)[C@H](C)CN([C@@H](C)CO)S2(=O)=O	-11	3	-64	5[16.7 µM]	-1	-0.4	0	-4
CC(C)C(NC(=O)c1ccccc1F)C(=O)NCC(c1ccco1)N1CCCCC1 (stereo not given)	-13	3	-160	-5	2	0.1	8	0

Next compounds.
SMILES	PGC1a acetyl inh	PglD inh	RAD52 inh	miR122 inh	ERAP1 inh	E-sel inducer	RAD54 inh	Cneo AK release
CN(C)CC(=O)N[C@H]1CC[C@H](CCNC(=O)C2CC2)O[C@@H]1CO	5	/	-1	/	1	0.1	/	/
Cc1cccc(NC(=O)CN(C)C(=O)/C=C/c2ccccc2)c1C	-8	4	-1	-9	-5	0.4	0	-4
NC(=O)C1(N2CCCCC2)CCN(C(=S)Nc2ccc(Cl)cc2)CC1	0	7	/	-8	/	/	7	-2
COC(=O)C1=C(C)N(Cc2ccccc2)C(=O)N[C@H]1c1cccc(F)c1	6	-2	-11	1	3	-0.2	2	0
Cc1ccc(CC(=O)NCCc2ccc(S(N)(=O)=O)cc2)cc1	5	1	0	1	-1	/	-5	3
Cc1cccc2c1CCCC2=O	-18	8	-11	-2	-1	0.3	1	1
CCOc1ccc(C(C)C)cc1S(=O)(=O)n1ccnc1C	-3	-4	-7	45	3	-2.1	2	0
COc1ccccc1C(=O)NCC(=O)NNC(=O)c1cccs1	0	2	-7	7	2	-0.5	-11	2
CC(C)(C)c1ccc(C(=O)Nc2ccc(C(=O)N3CCOCC3)cc2)cc1	-5	-4	-4	/	3	/	-4	-3
Cc1ccc2nsnc2c1S(=O)(=O)NC1CC1	3	2	/	-2	/	/	3	1
CC(C)(C)CC(C)(C)SSc1n[nH]c(=S)s1	13	-9	-14	5	-1	/	0	2
CC1(C)OC(c2ccccc2)=C/C(=C/C=C2C(=O)c3ccccc3C2=O)O1	-2	/	-10	/	0	-1.5	/	/
Cn1c(NC2CCCCC2)cc(=O)n(C)c1=O	/	4	-26	/	1	/	-19	0
O=C(c1ccc(Cl)c(S(=O)(=O)N2CCOCC2)c1)N1CCN(c2ccccn2)CC1	-4	-1	-6	-7	5	/	-6	0
CC(=O)NCCn1c(SCc2cc(F)ccc2F)nc2ccccc2c1=O	/	0	/	-18	/	/	-5	1
CCCOC(=O)Nc1ccccc1C(N)=O	-6	/	/	1	/	/	-2	-19
CCOC(=O)c1c(C)[nH]c(C(=O)OCC(=O)NCc2ccccc2)c1C	-10	0	-39	-21	1	8.3	-1	0
CCNC(=O)NC(=O)COC(=O)c1ccccc1SCC(=O)NC(=O)NCC	/	1	/	-4	/	/	-9	7
O=C(Nc1ccccc1Cl)c1ccc2c(c1)N(Cc1ccc(F)cc1)C(=O)CS2=O (stereo not given)	/	1	-8	-1	-1	-0.2	14	-1
O=C(CN1C(=O)NC2(CCCc3ccccc32)C1=O)c1ccc(Br)cc1 (stereo not given)	/	0	-15	8	1	-0.1	3	-2
N=c1c(C(=O)NC2CCCC2)cc2c(=O)n3ccccc3nc2n1C1CCCC1	-10	-2	/	9	/	/	4	-9
O=C(C[C@H]1C=C[C@H](NS(=O)(=O)c2ccc(F)cc2)[C@H](CO)O1)NCCc1ccncc1	0	1	6	/	2	-0.1	1	1
CCOC(=O)[C@@H]1[C@H]2COc3cc(OC)ccc3[C@@H]2N2C(=O)N(c3ccc(C)cc3)C(=O)[C@]12C	1	0	-14	-7	-2	0.0	-4	-1
O=C1COc2ccc3ccccc3c21	8	4	-8	4	1	/	-1	1
Nc1nc2c(ncn2[C@@H]2O[C@H](CNCc3cnc(N4CCOCC4)s3)[C@@H](O)[C@H]2O)c(=O)[nH]1	0	4	-15	-5	-1	0.9	-8	7
C[C@H](CO)N1C[C@H](C)[C@H](CN(C)C(=O)c2ccccc2)OCc2ccccc2-c2ccccc2C1=O	5	4	12	/	1	0.5	0	-3
O=C(O)CCC(=O)NCC(=O)c1ccc(F)cc1	7	-1	-20	3	/	70*	7	-1
